# PTAP TSG101 blk: blocks PTAP/TSG101 interaction to inhibit HIV-1 budding; Q99816; Fluorescence polarization, FITC-PTAP peptide / Tsg101 binding; Potency, µM (doses to about 115 µM), inactives show at the top dose activity change, negative = inhibition, most hits filed as inhibitors; 340,000 tested, under 10 active; AID 493005; active means well fitted inhibition curve with a large enough effect in the main read-out, with a control signal flat, not every such curve was filed as active; inconclusive means small, poorly fitted or top-dose-only effect, or effect the other way, or a change in a side signal; inactive means no such curve, though single readings can be large or run the other way; further: potency means the concentration at half of the fitted maximal effect; % of control where 0% means no effect
#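 Steps: Tsg101 binding domain dispensed (10 uM final), compounds pinned in DMSO, FITC-labeled PTAP-motif peptide added (50 nM final); after 20 min binding at room temperature, polarization measured.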
# Mito fusion yeast: blocks mitochondrial division or promotes mitochondrial fusion; AID 485298; Potency, µM (doses to about 46.1 µM), without a hit: at the top dose growth rescue (activation), most hits filed as activators; hit rate 0.23% among 320,000; S. cerevisiae fusion-defective mutant growth rescue, CellTiterGlo 48 h;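 further: potency means the concentration at half of the fitted maximal effect; % of control where 0% means no effect; nearly all actives have a fitted effect of over 45% in size; temperature-sensitive fusion mutants such as fzo1-1 at 37 °C on non-fermentable ethanol glycerol medium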
#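 Growth-rescue viability read-out: after 48 h at the non-permissive 37C in glycerol/ethanol YPEG, yeast mitochondrial fusion mutants are measured by CellTiterGlo luminescence; compounds (23 nl pinned per well) restoring growth score as division inhibitors or fusion activators.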
# ASM inhibitor: blocks human secretory acid sphingomyelinase. P17405. placental ASM, HMU-PC fluorogenic substrate, 60 min. Potency, µM (highest dose often 57.5 µM), for inactives: at the highest dose activity change, negative = inhibition, actives largely listed as inhibitors. hit rate 0.006% among 340,000. AID 504937; further: potency means the concentration at half of the fitted maximal effect
#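 Fluorescence read-out (Ex 386 nm, Em 447 nm) after stopping the reaction at pH 10. Enzyme: ASM from human placenta; substrate HMU-PC0, 9 uM final; 60 min, 37 °C. Compound preincubation 10 min, ambient temperature.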
# a7 integrin act: integrin-mediated muscular dystrophy alleviation activation; Potency, µM (titrated, usually from 38.3 µM), without a hit: top-dose activation, hits mostly activators; alpha7betagal myoblasts, beta-gal FDG fluorescence, 48 h; hit rate 0.064% among 350,000; AID 624291;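 further: potency means the concentration at half of the fitted maximal effect; 100% = response of the positive control SU9516; nearly all actives have a fitted effect of over 60% in size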
#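 Alpha7betagal+/- myoblasts (passage 13) were plated 16-24 hr, then exposed to compounds (1:260 dilution of DMSO stock) for 48 hours at 37C. After MPER lysis, β-galactosidase reporter activity was read as FDG fluorescence (ex 480/em 540) after 30 minutes.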
# TCR act: activates T cell receptor signaling | primary human leukocytes, anti-CD3, IL-2 HTRF, 48 h | Potency, µM (highest dose often 9.22 µM), inactives show top-dose activation of IL-2 secretion, usual class: activators | 330,000 tested, under 10 active | AID 504894; further: % of control where 0% means no effect
#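 IL-2 produced over 48 hr by a-CD3 bead-stimulated primary human leukocytes exposed to compounds was detected with a homogeneous time-resolved FRET immunoassay, 665nm acceptor signal after 320nm excitation.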
# ELG1 repair inh: blocks ELG1-dependent DNA repair in HEK293T cells. Potency, µM (titrated, usually from 46.1 µM), for inactives: top-dose activity change, negative = inhibition, usual class: inhibitors. HEK293T ELG1-luciferase reporter, luminescence, 16 h; DNA damage induced by 5-fluorouridine. hit rate 2.3% among 330,000. AID 504467; further: potency means the concentration at half of the fitted maximal effect; on the % scale 0 is the no-effect control and ±100 the full control effect; nearly all actives have a fitted effect of over 55% in size
#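 HEK293T cells expressing luciferase-tagged ELG1 (2,000/well) received 5-Fluorouridine plus compound or DMSO for 16 hr at 37 °C. Luciferase was read by ONE-Glo luminescence after 30 min at room temperature.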
# TSHR antagonist: human thyrotropin receptor antagonism; P16473; TSHR-expressing cells, TSH-stimulated cAMP HTRF, 2 h; stronger effect = lower value; activity change, negative = inhibition, % at 11.5 µM; hit rate 0.2% among 330,000;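 active means activity change below a set negative limit, meaning inhibition stronger than a set level, cut at about -70% in these data; inconclusive means activity change between two set negative limits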; further: on the % scale 0 is the no-effect control and ±100 the full control effect
# Target sequence (P16473 whole entry, looked up): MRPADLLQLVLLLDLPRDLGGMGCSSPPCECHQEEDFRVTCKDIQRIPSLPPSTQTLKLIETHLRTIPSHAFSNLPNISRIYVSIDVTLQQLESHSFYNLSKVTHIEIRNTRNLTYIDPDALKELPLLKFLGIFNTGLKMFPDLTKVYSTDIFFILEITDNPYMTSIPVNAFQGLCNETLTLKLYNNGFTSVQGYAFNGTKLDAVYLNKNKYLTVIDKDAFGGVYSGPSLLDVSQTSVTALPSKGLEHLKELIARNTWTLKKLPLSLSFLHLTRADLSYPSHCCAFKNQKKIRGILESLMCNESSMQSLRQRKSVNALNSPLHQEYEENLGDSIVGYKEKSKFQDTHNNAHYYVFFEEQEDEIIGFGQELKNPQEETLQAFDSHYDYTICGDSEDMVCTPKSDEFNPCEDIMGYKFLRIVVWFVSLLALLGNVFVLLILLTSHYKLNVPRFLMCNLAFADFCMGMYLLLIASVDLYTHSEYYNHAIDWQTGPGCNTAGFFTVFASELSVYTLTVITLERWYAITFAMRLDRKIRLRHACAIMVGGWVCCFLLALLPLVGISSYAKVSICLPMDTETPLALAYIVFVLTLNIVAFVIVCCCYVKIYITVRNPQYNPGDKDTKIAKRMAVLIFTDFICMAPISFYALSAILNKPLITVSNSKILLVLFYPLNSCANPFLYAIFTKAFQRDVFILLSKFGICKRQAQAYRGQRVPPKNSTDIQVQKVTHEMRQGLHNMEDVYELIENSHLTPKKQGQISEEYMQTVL
#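 Read-out is FRET at 665 nm (cryptate excitation 337 nm) from a cryptate-tagged anti-cAMP antibody, competed by cell cAMP against cAMP-d2. Compounds are tested on freshly harvested TSHR cells challenged with 4nM TSH (EC80) for 2 hours at 37 deg C.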
# Eya2 inh: inhibitors of human Eya2 phosphatase activity | hit rate 0.006% among 330,000 | Potency, µM (top dose mostly 76.9 µM), for inactives: at the highest dose activity, negative = inhibition, most hits filed as inhibitors | O00167 | recombinant Eya2, OMFP fluorescence dephosphorylation (OMFP is methylfluorescein phosphate); further: potency means the concentration at half of the fitted maximal effect; on the % scale 0 is the no-effect control and ±100 the full control effect
#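 Eya2 (0.2 uM) preincubated 10 min at ambient with compound, then OMFP substrate added at 50 uM; 10 min reaction in 50 mM HEPES pH 7.5, 50 mM NaCl, 5 uM MgCl2, 0.05% BSA, 1 mM DTT. Fluorescence read at Ex 485/Em 525 nm.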
# Chronic BCR inh: chronic active BCR signaling inhibition | ABC-DLBCL IkBa-CBG/CBR reporter, luminescence ratio, 4 h | Potency, µM (highest dose often 46.1 µM), for inactives: at the top dose ratio change, negative = lower green/red ratio, hits mostly inhibitors | hit rate 0.05% among 340,000 | AID 493014; active means well fitted inhibition curve with a large enough effect in the signal ratio, with a control signal flat, not every such curve was filed as active; inconclusive means small, poorly fitted or top-dose-only effect, or effect the other way, or a change in a side signal; the % refers to the signal ratio;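 further: potency means the concentration at half of the fitted maximal effect; plate controls were basal doxycycline-induced cells for no effect and cells given 10 µM MG132 for full effect; MG132 reads +100%, hits lower the ratio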
#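 Doxycycline induced both beetle luciferases in TMD8 lymphoma cells; IKK-driven degradation limits the IkappaBalpha-fused green signal, while red luminescence normalises for cell number and nonspecific effects. Compounds tested up to 46 uM, 4 hrs.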
# Tb PFK block: T. brucei PFK enzyme inhibition. T. brucei PFK, ADP-Glo luminescence. Potency, µM (top dose mostly 57.5 µM), inactives show top-dose activity, negative = inhibition, hits mostly inhibitors. hit rate 0.17% among 330,000. O15648. AID 485367;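 further: potency means the concentration at half of the fitted maximal effect; 0% = uninhibited 1x PFK enzyme wells and -100% = no-enzyme wells; nearly all actives have a fitted effect of over 60% in size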
#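 Activity is normalized to no-enzyme wells (full inhibition) and 1.25 nM enzyme wells (no inhibition). Reaction: 0.5 mM F6P, 0.1 mM ATP, 45 min RT, ADP-Glo luminescence; concentration-response curves fitted and classed by quality.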
# AT treatment: potential ataxia-telangiectasia treatments restoring KAP-1 phosphorylation | Potency, µM (doses to about 57.5 µM), for the others: at the highest dose activation, usual class: activators | […] A-T fibroblasts, KAP-1 phosphorylation AlphaLISA; neocarzinostatin DNA damage 30 min before lysis | AID 485349 | hit rate 0.19% among 320,000; further: potency means the concentration at half of the fitted maximal effect; % of control where 0% means no effect; nearly all actives have a fitted effect of over 45% in size
#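 ATM-like activity read as KAP-1 phosphorylation via AlphaLISA donor/acceptor antibody pairs after lysis and 6 hr at 25C. Cells were ATM-null patient fibroblasts ([…], hTERT), dosed 60 min, then exposed to the DSB inducer NCS for 30 min.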
# The depositor's hits bear a star; ? = inconclusive; . = not tested or not shown; [ ] = dose if it differs, or a comment. Unless noted, the call rests on the fitted dose curve; in most records, active means well fitted curve in the direction sought with a large enough effect; inconclusive means small, poorly fitted or top-dose-only effect, or another doubt; inactive means no such curve, though single readings can be large; an effect the other way counts as inactive or inconclusive.
smiles	Mito fusion yeast	PTAP TSG101 blk	Eya2 inh	Tb PFK block	ASM inhibitor	ELG1 repair inh	a7 integrin act	Chronic BCR inh	TSHR antagonist	AT treatment	TCR act
CCC(=O)Nc1ccc2c(c1)N(C(C)=O)c1ccccc1CC2	3%	0%	-11%	3%	3%	-7%	30%	5%	4	4%	.
NS(=O)(=O)c1ccc(NC(=O)COC(=O)COc2ccccc2)cc1	6%	-5%	-7%	0%	4%	-7%	15%	-2%	-16	1%	5%
O=C(COC(=O)c1ccc(Cl)c(S(=O)(=O)N2CCCCC2)c1)NCC1CCCO1 (configuration not stated)	-11%	-2%	-8%	2%	-1%	-5%	10%	-26%	-12	0%	5%
COc1ccc(-c2cc(-c3ccc(N)cc3)nc(N)c2C#N)cc1OC	-16%	-1%	-17%	2%	.	?	14%	-13%	7	6%[11.5 µM]	-14%
N#Cc1ccc(OCC(=O)N/N=C/C2CC=CCC2)cc1 (configuration not stated)	-3%	-3%	-28%	-27%	4%	6%	6%	-9%	3	5%	4%
Cc1sc2ncnc(NCC(c3ccccc3)N(C)C)c2c1C (configuration not stated)	-11%	1%	-4%	-1%	4%	-3%	-51%[inhibitor]	7%	-16	4%	3%
Cc1cc2nccc(-c3ccc(F)cc3)n2n1	-24%	0%	-4%	0%	4%	-6%	-9%	-7%	1	-1%	2%
CC(C)c1ccccc1NC(=O)c1cccc(NC(=O)c2ccccc2)c1	3%	-7%	-4%	-1%	-11%	?	-32%	-1%	6	5%	-3%
Cc1cccc(OCC(=O)Nc2ccc(S(=O)(=O)Nc3onc(C)c3C)cc2)c1C	3%	-4%	-5%	0%	11%	-4%	7%	3%	-15	6%	1%
Cc1ccccc1OCCC(=O)N1CCN(S(=O)(=O)c2ccc(Br)cc2)CC1	17%	-2%	-20%	-2%	-3%	?	1%	-1%	-2	8%	7%
COc1ccccc1CCNC(=O)C(=O)NCC1OCCN1S(=O)(=O)c1ccc([N+](=O)[O-])cc1 (configuration not stated)	23%	-5%	1%	2%	-1%	0%	-12%	10%	1	-4%	-2%
CCOC(=O)c1ccc(NC(=O)CCC2COc3ccccc3O2)cc1 (configuration not stated)	9%	0%	-25%	0%	-10%	-4%	-9%	?	-13	1%	4%
CC(C)(C)OC(=O)C[C@@H]1C/C=C\C[C@@H](CC(=O)N[C@H](CO)Cc2ccccc2)C(=O)N2CCC[C@H]2COC1=O	.	.	1%	-2%	2%	2.9µM*	-23%	1%	-14	-5%	2%
CCC1(C)Cc2ccccc2-c2nc(NCCO)n(-c3ccccc3)c(=O)c21 (configuration not stated)	13%	0%	-11%	0%	54%[activator]	-11%	15%[7.66 µM]	0%	5	-2%	-3%[46.1 µM]
COc1cc2c(cc1OC)C(C)N(C(=O)c1cc3c(s1)-c1ccccc1OC3)CC2 (configuration not stated)	20µM*	-2%	-4%	-3%	493%[activator]	?	-9%	?	3	16%	4%
CCCCNC(=O)c1cc2cc(OC)ccc2[nH]1	2%	-6%	4%	3%	-5%	1%	-14%	-10%	-3	6%	-4%
CC(C)C(=O)OCC(=O)Nc1ccc(N=Nc2ccccc2)cc1	14%	0%	-6%	3%	-28%	?	6%	1%	-6	-6%	8%[46.1 µM]
COc1ccc2c(c1OC)C(=O)N(c1ccccc1)C2=O	-3%	-5%	-12%	-2%	2%	?	1%	?	-6	2%	8%
C#CCOCCOCCOCCNc1nc(N2CCN(C(=O)C([C@@H](C)CC)n3cc(C(N)CC(C)C)nn3)CC2)nc(N2CCN(C(=O)[C@H](CCC(=O)O)n3cc(C(N)Cc4ccc(O)cc4)nn3)CC2)n1 (some centres not stated)	-3%	-1%	-2%	6%	3%	0%	27%	-1%	-14	27%	1%
COc1ccc(F)cc1C(=O)C1CCCN(C(=O)C2=C(C)OCCO2)C1 (configuration not stated)	0%	-2%	1%	0%	-2%	-21%	-25%	5%	4	2%	-4%
O=C1CC(c2ccccc2)CC(O)=C1C=Nc1cccc(Cl)c1 (configuration not stated)	-7%	2%	-4%	1%	3%	7%	0%	1%	-10	3%	-5%
O=C(Cc1ccc(Cl)cc1)Nc1cccc(-c2nnc(-c3ccco3)o2)c1	3%	-3%	12%	0%	-4%	-1%	5%	11%	0	5%	5%
Cc1ccc2nc(NCc3ccccc3)[nH]c2c1	-1%	-2%	15%	-3%	-1%	?	16%	?	-9	4%	-3%
Cc1ccc(C)c(S(=O)(=O)N2CCCC2CNC(=O)C(=O)NC2CCCC2)c1 (configuration not stated)	3%	-1%	13%	-2%	3%	-2%	3%	0%	-5	-1%	7%
C=CCn1c(SCC(=O)NC2CCCCC2)nnc1-c1ccc(OC)cc1	-14%	1%	5%	-7%	1%	6%	-18%	0%	4	-3%	-1%
Nc1ccccc1C(=O)/C=C/c1ccc2c(c1)OCO2	-1%	-12%	0%	4%	-17%	?	-7%	?	18	.	1%
CCCOC(=O)Cc1c(O)c2ccccc2[nH]c1=O	1%	-2%	-10%	3%	-1%	-10%	-11%	1%	-13	2%	5%
CCC(C)(C)n1nnnc1CN1CCN(c2nc3ccc(C)cc3cc2C#N)CC1	-1%	-1%	5%	0%	67%	-12%	0%	-1%	2	-1%	8%
O=C(CSc1cccc2cccnc12)OCC(=O)c1ccc(Br)cc1	1%	-6%	1%	1%	-3%	0%	-26%	-2%	2	-6%	-6%
COc1ccc(NC(=O)CN2CCN(C3c4ccccc4-c4ccccc43)CC2)cc1	-1%	-9%	-10%	23%	-6%	6.5µM*	-26%	-19%	2	2%	4%
CCOC(=O)C(NC(=O)CC)(Nc1ccc(S(=O)(=O)Nc2onc(C)c2C)cc1)C(F)(F)F (configuration not stated)	-2%	0%	6%	16%	0%	-7%	18%	-10%	-1	-1%	-10%
CCCNC(=O)c1c(CSc2ccccc2)noc1C(=O)NCc1ccccc1	22%	-1%	-8%	4%	-13%	6%	2%	?	-10	19%	0%
COc1ccc(S(=O)(=O)NCC(c2ccco2)N2CCc3ccccc32)cc1 (configuration not stated)	?	-2%	-28%	?	-8%	-19%	32%	-10%	-6	-2%	2%
Cc1ccnc(NC(=O)CC(NC(=O)c2ccccc2Cl)c2ccccc2)c1 (configuration not stated)	-2%	0%	1%	7%	4%	?	-4%	5%	12	4%	2%
CCOC(=O)c1cc(-c2ccccc2)sc1NC(=O)COC(=O)c1cccc(S(N)(=O)=O)c1	-3%	-1%	0%	4%	-3%	8%	-10%	?	-9	1%	2%
Cc1[nH]n(-c2ccccc2)c(=O)c1/C=N/NC(=O)c1cccc(F)c1	9%	-3%	-12%	-2%	-4%	?	-57%[inhibitor]	?	-7	6%	1%
COCCCNC(=O)c1cc(C(=O)c2ccccc2Br)c[nH]1	5%	0%	-17%	1%	3%	11%	21%	3%	-8	1%	-3%
CCCC(=O)N(c1ccccc1)C1C=CS(=O)(=O)C1 (configuration not stated)	5%	-1%	9%	-12%	-4%	-11%	9%	-5%	1	-2%	-16%
CC(NC(=O)COc1ccc(/C=N/NC(=O)CO)cc1)c1ccccc1 (configuration not stated)	2%	-1%	-8%	1%	-1%	17%	-21%	-7%	20	3%	-85%
O=C(Nc1nc(-c2cccnc2)cs1)c1ccc([N+](=O)[O-])cc1	1%	-2%	6%	2%	5%	-19%	3%	2%	-8	-3%	7%

# High-throughput results: PubChem, National Center for Advancing Translational Sciences (NCATS)
